# IDH1 mut inh – blocks human IDH1 R132H reductase activity. O75874. diaphorase/resazurin fluorescence, 60 min. inhibition, % at 10 µM. actives 0.18% (n = 70,000). AID 624101; in the data active = inhibition above about 34%;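 also: 0% = DMSO and 100% = no enzyme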
# Target sequence (O75874 whole entry R132H): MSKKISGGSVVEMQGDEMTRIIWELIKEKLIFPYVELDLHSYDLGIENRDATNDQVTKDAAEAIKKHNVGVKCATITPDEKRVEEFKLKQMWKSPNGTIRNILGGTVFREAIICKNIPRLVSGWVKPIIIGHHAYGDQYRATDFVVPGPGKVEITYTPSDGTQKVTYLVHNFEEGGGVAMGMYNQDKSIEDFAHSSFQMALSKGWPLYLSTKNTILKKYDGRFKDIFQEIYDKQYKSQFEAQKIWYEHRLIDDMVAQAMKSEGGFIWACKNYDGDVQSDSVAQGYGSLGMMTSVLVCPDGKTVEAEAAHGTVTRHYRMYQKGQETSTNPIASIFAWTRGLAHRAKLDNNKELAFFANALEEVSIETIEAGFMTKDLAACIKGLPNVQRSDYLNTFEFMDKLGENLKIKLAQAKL
# PRC2 inh – inhibitors of human EZH2/PRC2 methyltransferase. Q15910. PRC2 H3K27 methylation, DELFIA TRF, 1 h. inhibition, % at 12.5 µM. actives 0.35% (n = 57,000);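 active = mean inhibition of replicates at least 50% and every single replicate also reaching 50%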;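 also: dimethyl H3K27 on biotinylated H3 21-44 peptide detected by antibody; plate controls were median neutral control wells for no effect and median positive control wells for full effect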
# The depositor's hits bear a star; . = no result given. An excerpt (hit frequency here may not be typical).
SMILES,IDH1 mut inh,PRC2 inh
C/C=C/c1ccc2c(c1)O[C@H](CN(C)C(=O)NC1CCCC1)[C@H](C)CN([C@@H](C)CO)S2(=O)=O,-1.3,.
COc1ccc(S(=O)(=O)N(C)c2ccc(C(=O)Nc3cccnc3)cc2)cc1,0.0,7
COc1ccc(NC(=O)Nc2ccc3c(c2)C(=O)N([C@@H](C)CO)C[C@@H](C)[C@H](CN(C)Cc2ccccc2)OCCCC[C@@H](C)O3)cc1,-11,.
C[C@H](CO)N1C[C@H](C)[C@H](CN(C)C)Oc2ccc(NC(=O)CCC(F)(F)F)cc2CC1=O,1.7,5
COCC(=O)Nc1ccc2c(c1)OC[C@@H](C)N(Cc1ccccn1)C[C@H](C)[C@H](OC)CN(C)C2=O,0.0,-2
COc1ccc(S(=O)(=O)N[C@@H]2CC[C@H](CC(=O)N3CCC(Cc4ccccc4)CC3)O[C@H]2CO)cc1,-0.1,12
C[C@H]1CN([C@@H](C)CO)S(=O)(=O)c2ccc(-c3ccccc3)cc2O[C@@H]1CN(C)C(=O)CN(C)C,0.6,-18
Cc1ccc(Nc2nc(N)nc(CSc3nccn3C)n2)cc1,-0.2,13
C[C@H]1CN([C@@H](C)CO)C(=O)c2cc(C3=CCCC3)cnc2O[C@@H]1CN(C)Cc1ccccc1C(=O)O,-0.2,.
C[C@H]1CN([C@@H](C)CO)S(=O)(=O)c2ccc(-c3cncnc3)cc2O[C@@H]1CN(C)Cc1ccccc1,8.5,10
Cc1cc(C)c(NC(=O)CSc2nc(O)cc(=O)[nH]2)c(C)c1,0.2,1
C[C@H]1CN([C@@H](C)CO)C(=O)Cc2cc(NC(=O)Cc3ccccc3)ccc2O[C@H]1CN(C)CC1CC1,-1.4,1
C[C@@H]1CN([C@H](C)CO)C(=O)c2cc(NC(=O)Nc3ccc(C(F)(F)F)cc3)ccc2O[C@@H](C)CCCCO[C@H]1CN(C)Cc1ccc(C(F)(F)F)cc1,1.5,.
C[C@@H]1CN([C@H](C)CO)C(=O)CCCn2nncc2CO[C@H]1CN(C)C(=O)Nc1ccccc1,0.9,.
C/C=C/c1cnc2c(c1)C(=O)N([C@H](C)CO)C[C@@H](C)[C@@H](CN(C)C(=O)CN1CCOCC1)O2,0.2,11
CN(C)Cc1cn(CC[C@@H]2CC[C@H](NC(=O)Cc3cccnc3)[C@@H](CO)O2)nn1,0.2,10
O=C(O)C[C@H]1C[C@@H]2c3cc(NS(=O)(=O)c4ccccc4)ccc3O[C@@H]2[C@H](CO)O1,0.2,-17
CCCC#Cc1ccc2c(c1)O[C@@H](CN(C)C(=O)COC)[C@@H](C)CN([C@H](C)CO)S2(=O)=O,-1.8,1
Cc1ccc(-c2cnc3c(c2)C(=O)N([C@@H](C)CO)C[C@@H](C)[C@H](CN(C)C(=O)c2ccc(F)cc2)O3)cc1,-18,8
C[C@H]1CN([C@@H](C)CO)C(=O)c2cccc(NC(=O)C3CCOCC3)c2O[C@H]1CN(C)Cc1ccc(C(F)(F)F)cc1,0.4,-6
C[C@H]1CN([C@@H](C)CO)C(=O)Cc2cc(NC(=O)c3ccncc3)ccc2O[C@@H]1CN(C)S(=O)(=O)c1ccc(F)cc1,-0.6,5
CCS(=O)(=O)N[C@H]1C=C[C@H](CC(=O)NCc2ccc(F)cc2)O[C@H]1CO,0.0,-16
Cc1ccc(N(C(C)C(=O)NC2CC2)S(C)(=O)=O)cc1 (centres undefined),-0.2,-12
C[C@H]1CN([C@@H](C)CO)C(=O)Cc2cc(NC(=O)CCC(F)(F)F)ccc2O[C@H]1CN(C)C(=O)Nc1ccccc1,1.1,11
C[C@H]1CN([C@@H](C)CO)C(=O)c2cccc(NC(=O)c3nc4ccccc4s3)c2O[C@H]1CN(C)S(=O)(=O)c1cccs1,-1.5,.
CCC(=O)Nc1ccc2c(c1)C(=O)N(C)C[C@@H](OC)[C@H](C)CN(Cc1cccnc1)[C@H](C)CO2,0.3,6
C[C@@H]1CN([C@@H](C)CO)S(=O)(=O)c2ccc(-c3ccncc3)cc2O[C@H]1CN(C)C,-6.6,0
CCC(=O)N(C)C[C@@H]1Oc2cc(C#CCOC)ccc2S(=O)(=O)N([C@H](C)CO)C[C@@H]1C,0.1,.
CC(=O)Nc1ccc(NC(=O)CC2Sc3ccc(C(F)(F)F)cc3NC2=O)cc1 (centres undefined),8.9,11
COc1ccc(S(=O)(=O)Nc2ccc3c(c2)CC(=O)N([C@H](C)CO)C[C@@H](C)[C@H](CN(C)Cc2ccc(C(=O)O)cc2)O3)cc1,-0.2,.

# Given with tabs: part of the list above.
mol	IDH1 mut inh	PRC2 inh
CCC(=O)N(C)C[C@@H]1Oc2cc(C#CCOC)ccc2S(=O)(=O)N([C@H](C)CO)C[C@@H]1C	0.1	.
CN(C)Cc1cn(CC[C@@H]2CC[C@H](NC(=O)Cc3cccnc3)[C@@H](CO)O2)nn1	0.2	10
CCCC#Cc1ccc2c(c1)O[C@@H](CN(C)C(=O)COC)[C@@H](C)CN([C@H](C)CO)S2(=O)=O	-1.8	1
C[C@H]1CN([C@@H](C)CO)C(=O)Cc2cc(NC(=O)c3ccncc3)ccc2O[C@@H]1CN(C)S(=O)(=O)c1ccc(F)cc1	-0.6	5
Cc1ccc(-c2cnc3c(c2)C(=O)N([C@@H](C)CO)C[C@@H](C)[C@H](CN(C)C(=O)c2ccc(F)cc2)O3)cc1	-18	8
CC(=O)Nc1ccc(NC(=O)CC2Sc3ccc(C(F)(F)F)cc3NC2=O)cc1 (centres undefined)	8.9	11
C[C@H]1CN([C@@H](C)CO)C(=O)c2cccc(NC(=O)C3CCOCC3)c2O[C@H]1CN(C)Cc1ccc(C(F)(F)F)cc1	0.4	-6

# Next part.
SMILES,IDH1 mut inh,PRC2 inh
Cc1noc(C)c1S(=O)(=O)Nc1ccc2c(c1)C(=O)N([C@H](C)CO)C[C@H](C)[C@@H](CN(C)C(=O)Nc1cccc3ccccc13)O2,0.4,.
COc1ccc(OC)c(C2N=C(Nc3nc4ccccc4s3)NC3=C2C(=O)CC(C)(C)C3)c1 (centres undefined),0.2,.
O=C(C[C@@H]1C=C[C@@H](NC(=O)Nc2ccc(C(F)(F)F)cc2)[C@H](CO)O1)NCc1ccccn1,0.0,-7
C[C@H](CO)N1C[C@H](C)[C@@H](CN(C)Cc2cccc(C(=O)O)c2)Oc2cc(C3=CCCCC3)ccc2S1(=O)=O,.,40
CO[C@@H]1CN(C)C(=O)c2cc(NC(=O)Nc3ccccc3)ccc2OC[C@H](C)N(C(C)=O)C[C@@H]1C,-0.1,-5
O=C(O)C[C@@H]1CC[C@H](NC(=O)Nc2ccccc2)[C@@H](CO)O1,-0.1,8
C[C@H]1CCCCO[C@H](CN(C)S(=O)(=O)c2cccs2)[C@@H](C)CN([C@@H](C)CO)C(=O)c2cc(NS(C)(=O)=O)ccc2O1,0.0,.
CO[C@H]1CN(C)C(=O)c2ccc(NC(=O)C3CC3)cc2OC[C@@H](C)N(Cc2cccc(F)c2)C[C@H]1C,.,-11
CO[C@H]1CN(C)C(=O)c2ccc(NS(=O)(=O)c3cccc(Cl)c3)cc2OC[C@H](C)NC[C@H]1C,0.2,-3
Cc1noc(C)c1NC(=O)N[C@H]1CC[C@H](CC(=O)Nc2ccccc2)O[C@@H]1CO,-0.1,-4
O=C(NCc1ccco1)c1cnn2c(C(F)F)cc(-c3ccccc3)nc12,-0.2,-7
C[C@H]1CN([C@@H](C)CO)C(=O)c2cc(NC(=O)Nc3ccc(C(F)(F)F)cc3)ccc2O[C@H]1CN(C)C,1.9,-10
CC(C)NC(=O)Nc1ccc2c(c1)C(=O)N([C@@H](C)CO)C[C@@H](C)[C@@H](CN(C)C(=O)Nc1ccc(F)cc1)O2,-0.2,4
C[C@H](CO)N1C[C@H](C)[C@H](CN(C)Cc2cccnc2)Oc2cc(C#CCN(C)C)ccc2S1(=O)=O,-0.2,.
C[C@@H]1CN([C@H](C)CO)C(=O)c2cc(N(C)C)ccc2O[C@@H](C)CCCCO[C@@H]1CN(C)S(C)(=O)=O,-3.8,-6

# Single records, as listed above. Values in the order: IDH1 mut inh, PRC2 inh
# C[C@H]1CN([C@@H](C)CO)C(=O)c2cc(NC(=O)Nc3ccc(C(F)(F)F)cc3)ccc2O[C@H]1CN(C)C as listed: 1.9, -10
# Cc1noc(C)c1NC(=O)N[C@H]1CC[C@H](CC(=O)Nc2ccccc2)O[C@@H]1CO as listed: -0.1, -4

# (more compounds)
SMILES,IDH1 mut inh,PRC2 inh
C[C@H](CO)N1C[C@H](C)[C@H](CN(C)C(=O)Nc2ccc(F)cc2)Oc2c(cccc2N(C)C)C1=O,0.2,.
COc1cccc(CNC(=O)C[C@@H]2C=C[C@H](NC(=O)C3CCOCC3)[C@@H](CO)O2)c1,0.2,1
C[C@@H]1CCCCO[C@H](CN(C)Cc2ccncc2)[C@H](C)CN([C@H](C)CO)C(=O)c2cc(NC(=O)Cc3ccccc3)ccc2O1,5.3,3
CC(=O)N1Cc2ccccc2C[C@]2(N=C(c3ccc(OCCCO)cc3)O[C@@H]2c2ccccc2)C1=O,.,8
C[C@@H]1CCCCO[C@H](CN(C)S(=O)(=O)c2ccccc2)[C@@H](C)CN([C@H](C)CO)C(=O)c2cc(NC(=O)Nc3ccc4c(c3)OCO4)ccc2O1,0.3,.
CO[C@H]1CN(C)C(=O)c2cc(NC(=O)C3CC3)ccc2OC[C@H](C)N(C(=O)c2cnccn2)C[C@@H]1C,0.0,4
O=C(CCN1CCCCC1)N[C@H]1CC[C@H](CCNS(=O)(=O)c2ccc(Cl)cc2)O[C@H]1CO,0.2,-1
C[C@@H]1CN([C@@H](C)CO)C(=O)CCCn2cc(nn2)CO[C@@H]1CN(C)C(=O)Nc1cccc(F)c1,-1.7,4
COc1ccccc1S(=O)(=O)N(C)C[C@H]1OCc2ccccc2-c2c(n(C)c3ccccc23)C(=O)N([C@H](C)CO)C[C@H]1C,.,-20
C[C@@H]1CN([C@H](C)CO)C(=O)c2cc(-c3cccc(C(=O)N(C)C)c3)cnc2O[C@@H]1CN(C)S(=O)(=O)c1cccc(F)c1,14,.
Cc1noc(C)c1NC(=O)Nc1ccc2c(c1)C(=O)N([C@@H](C)CO)C[C@H](C)[C@@H](CN(C)Cc1ccncc1)O2,1.4,0
C[C@H](O)C#Cc1ccc2c(c1)O[C@H](CN(C)C(=O)C1CCC1)[C@H](C)CN([C@H](C)CO)S2(=O)=O,.,-9
C[C@H]1CN([C@@H](C)CO)C(=O)c2cc(C#CCN(C)C)cnc2O[C@@H]1CN(C)C(=O)c1cccnc1,1.6,-2
O=c1c2ccccc2nc(-c2ccc(Cl)cc2Cl)n1CCCOc1ccccc1[N+](=O)[O-],1.0,-12
COc1cccc(S(=O)(=O)N[C@@H]2CC[C@@H](CCNC(=O)Nc3cc(F)ccc3F)O[C@H]2CO)c1,-0.4,-9
CC(C)(C)c1cc(NC(=O)CSc2n[nH]c(N)n2)cc(C(C)(C)C)c1,1.7,-5
C[C@@H]1CCCCO[C@@H](CN(C)S(=O)(=O)c2ccc(F)cc2)[C@H](C)CN([C@@H](C)CO)C(=O)c2cc(N(C)C)ccc2O1,1.6,9
CC1CCN(S(=O)(=O)c2cn(CC(=O)N(C)Cc3ccccc3)c(=O)c3ccccc23)CC1,0.8,-117
CN(C)Cc1cn(CC[C@@H]2CC[C@@H](NC(=O)Cc3cccnc3)[C@H](CO)O2)nn1,0.2,4
COc1ccc(C#Cc2cnc3c(c2)C(=O)N([C@H](C)CO)C[C@@H](C)[C@@H](CN(C)CC2CC2)O3)cc1,-0.3,-31
CN(C)C(=O)C[C@@H]1C[C@@H]2c3cc(NC(=O)Nc4ccccc4F)ccc3O[C@@H]2[C@H](CO)O1,0.1,10
C[C@@H]1CN([C@H](C)CO)C(=O)c2cc(-c3cncnc3)cnc2O[C@@H]1CN(C)Cc1cncnc1,-0.2,-15
CCCC#Cc1cnc2c(c1)C(=O)N([C@@H](C)CO)C[C@@H](C)[C@H](CN(C)C(=O)c1cccnc1)O2,0.7,.
CC(C)(C)OC(=O)NC/C=N/NC(=O)CCCCCCC(=O)O,0.1,-7
COc1ccccc1CNC(=O)C[C@@H]1CC[C@H](NC(=O)CC2CC2)[C@H](CO)O1,0.3,0
COC(=O)CCCCCCC(=O)N/N=C/c1cccnc1Cl,-0.5,17
C[C@H]1CN([C@@H](C)CO)C(=O)Cc2cc(NS(C)(=O)=O)ccc2O[C@@H]1CN(C)S(=O)(=O)c1ccc(Cl)cc1,0.3,.
CCCC#Cc1cnc2c(c1)C(=O)N([C@@H](C)CO)C[C@H](C)[C@H](CN(C)C(=O)Cc1ccncc1)O2,0.1,-7
C[C@@H]1CN([C@@H](C)CO)C(=O)c2cc(NC(=O)Nc3ccc(F)cc3)ccc2O[C@H]1CN(C)CC1CCCCC1,1.4,-14
C[C@@H]1CN([C@@H](C)CO)S(=O)(=O)c2ccc(C#CCN(C)C)cc2O[C@@H]1CN(C)Cc1ccncc1,3.1,-3
C[C@H](CO)N1C[C@H](C)[C@H](CN(C)Cc2ccc(C(F)(F)F)cc2)Oc2c(NC(=O)NC3CCCCC3)cccc2C1=O,1.8,.
COc1ccc(S(=O)(=O)Nc2ccc3c(c2)C(=O)N([C@@H](C)CO)C[C@@H](C)[C@@H](CN(C)C(=O)Cc2ccccc2)OCCCC[C@H](C)O3)cc1,-1.0,.
CNC[C@@H]1OCCCC[C@H](C)Oc2ccc(NC(=O)CCC(F)(F)F)cc2C(=O)N([C@@H](C)CO)C[C@@H]1C,6.3,4
COCC#Cc1ccc2c(c1)O[C@H](CN(C)C(=O)CC1CC1)[C@H](C)CN([C@H](C)CO)S2(=O)=O,-0.2,-12
COc1ccccc1NC(=O)Cn1cnc2sc(-c3ccccc3)cc2c1=O,0.2,1
O=C(C[C@@H]1C=C[C@H](NC(=O)C2CC2)[C@H](CO)O1)NCc1ccncc1,0.2,1
